Bcl-W Bim block – inhibitors of Bim-Bcl-W interaction, human; inhibition, % at 10 µM; 190,000 compounds, 0.02% hits; AID 952; Q92843; bead-based flow cytometry, Bim peptide-Bcl-W binding;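 note: 0% = bound tracer without compound and 100% = peptide blocker; higher means less fluorescent Bim peptide bound to Bcl-W beads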
RGS4-Gao reg – human RGS4-Galphao interaction regulation. P09471. Multiplexed bead flow cytometry, RGS4-Galphao binding; actives lie on both sides. binding response (% of control), % at 10 µM. 220,000 compounds, 0.33% hits. AID 1415; in the data active = binding response below about 49% or above about 150%; inactive = in between;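 note: fluorescent Galphao activated with aluminum fluoride binding bead-coupled RGS4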
ABCG2 block – inhibitors of human ABCG2 transporter, ABCB1 counter-screen | Q9UNQ0 | IgMXP3 cells, JC-1 efflux, flow cytometry | inhibition, % at 6.6 µM | 190,000 compounds, 0.1% hits | AID 1325;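 active = inhibition above 80%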;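 note: 0% = DMSO and 100% = nicardipine control wells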
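Assay system – ABCG2 IgMXP3 and barcoded ABCB1 CCRF-Adr cell mix · Input – 3 million cells/mL in well · Reagent – JC-1 fluorescent substrate · Compound – single test compound dose, 6.6 µM final · Timing – 10 min exposure at 25 °C with rotation, no wash · Detection – flow cytometry of retained JC-1 fluorescence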
GSH bead fluor – compound fluoresces at 488/530 nm on GSH beads. GSH beads flow cytometry, compound fluorescence 488/530 nm; active compounds read high. fluorescence (KMESF) at 10 µM. 190,000 compounds, 0.25% hits; in the data active = fluorescence above about 89;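 note: glutathione beads carrying GST-tagged Bcl family fusion proteins plus one bare bead set; values are compound well signal with DMSO vehicle wells as background; inactives centre near 16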
Bcl-XL Bim block – human Bim-Bcl-XL interaction inhibition; Bim peptide-Bcl-XL binding, bead flow cytometry, fluorescence; inhibition, % at 10 µM; 190,000 compounds, 0.04% hits
Bfl-1 Bim block – disrupts Bim binding to human Bfl-1; Q16548; Bead-based flow cytometry, Bim-Bfl-1 binding inhibition; inhibition, % at 10 µM; 190,000 compounds, 0.12% hits; AID 1008;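 note: 0% = wells without compound plus tracer and 100% = blocker peptide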
Bcl-B Bim block – human Bim-Bcl-B interaction inhibition. bead-based flow cytometry, Bim peptide-Bcl-B binding. inhibition, % at 10 µM. 190,000 compounds, 0.073% hits. AID 951;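 note: 0% = tracer peptide without compound and 100% = reference inhibitor peptide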
Bcl-2 Bim block – disrupts Bim peptide binding to human Bcl-2. inhibition, % at 10 µM. Bead-based flow cytometry, Bim peptide-Bcl-2 binding. 190,000 compounds, 0.06% hits. P10415. AID 950; in the data active = inhibition above about 40%; inconclusive = no clear call, values can overlap the other calls;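 note: 0% = no compound wells with probe peptide and 100% = reference peptide inhibitor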
ABCB1 block – inhibitors of human ABCB1 transporter, ABCG2 counter-screen | P08183 | CCRF-Adr cells, JC-1 efflux, flow cytometry | inhibition, % at 6.6 µM | 190,000 compounds, 0.067% hits; in the data active = inhibition above about 40%;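 note: 0% = vehicle and 100% = reference inhibitor; higher value means more JC-1 retained so stronger ABCB1 efflux block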
Target sequence (P08183 whole entry, looked up): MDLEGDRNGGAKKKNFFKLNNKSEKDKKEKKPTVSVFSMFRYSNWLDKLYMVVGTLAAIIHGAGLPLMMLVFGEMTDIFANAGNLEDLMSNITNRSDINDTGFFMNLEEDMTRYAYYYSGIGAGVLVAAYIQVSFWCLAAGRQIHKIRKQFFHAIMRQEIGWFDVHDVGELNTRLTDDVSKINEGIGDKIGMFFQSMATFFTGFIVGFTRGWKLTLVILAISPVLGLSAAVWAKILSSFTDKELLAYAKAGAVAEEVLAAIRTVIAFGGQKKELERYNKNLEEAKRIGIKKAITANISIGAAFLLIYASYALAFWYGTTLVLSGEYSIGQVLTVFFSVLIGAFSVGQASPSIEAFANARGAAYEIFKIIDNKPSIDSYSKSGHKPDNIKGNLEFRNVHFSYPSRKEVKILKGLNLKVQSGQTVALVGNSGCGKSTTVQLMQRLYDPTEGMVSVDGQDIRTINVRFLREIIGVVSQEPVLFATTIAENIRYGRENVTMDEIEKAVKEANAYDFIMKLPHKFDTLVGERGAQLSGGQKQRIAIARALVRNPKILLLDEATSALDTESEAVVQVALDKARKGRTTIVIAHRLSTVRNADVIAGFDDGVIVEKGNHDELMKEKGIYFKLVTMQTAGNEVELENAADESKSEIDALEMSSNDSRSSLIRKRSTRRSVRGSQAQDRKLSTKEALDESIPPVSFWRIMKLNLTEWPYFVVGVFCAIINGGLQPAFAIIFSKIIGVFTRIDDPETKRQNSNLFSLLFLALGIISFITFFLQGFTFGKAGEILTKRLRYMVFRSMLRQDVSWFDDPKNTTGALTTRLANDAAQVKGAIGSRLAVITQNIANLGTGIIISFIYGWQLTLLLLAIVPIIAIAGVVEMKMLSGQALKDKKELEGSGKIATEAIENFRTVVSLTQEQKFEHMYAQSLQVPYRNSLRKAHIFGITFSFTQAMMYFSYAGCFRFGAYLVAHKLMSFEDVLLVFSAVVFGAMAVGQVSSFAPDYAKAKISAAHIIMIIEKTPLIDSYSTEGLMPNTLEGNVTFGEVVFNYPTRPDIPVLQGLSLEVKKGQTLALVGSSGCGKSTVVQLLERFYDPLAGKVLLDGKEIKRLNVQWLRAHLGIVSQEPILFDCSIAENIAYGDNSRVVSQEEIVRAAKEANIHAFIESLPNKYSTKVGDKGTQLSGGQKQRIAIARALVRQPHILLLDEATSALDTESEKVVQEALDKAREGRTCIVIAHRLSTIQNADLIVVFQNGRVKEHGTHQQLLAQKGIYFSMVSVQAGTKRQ
RGS7-Gao reg – regulators of human RGS7-Galphao interaction; P09471; Multiplexed bead flow cytometry, RGS7-Galphao binding; actives lie on both sides; binding response (% of control), % at 10 µM; 220,000 compounds, 0.35% hits; AID 1439; in the data active = binding response below about 49% or above about 150%; inconclusive = no clear call, values can overlap the other calls; inactive = in between;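 note: fluorescent Galphao held in activated GDP-AlF4 state binding bead-coupled RGS7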
Avidin fluor – compound fluoresces at 488/530 nm on avidin beads. compound fluorescence 488/530 nm, flow cytometry; active compounds read high. fluorescence (KMESF) at 10 µM. 220,000 compounds, 0.38% hits; in the data active = fluorescence above about 47; note: inactives centre near 10
Starred values were filed as active, the others as inactive; ? = inconclusive; / = no result given. Cut-off read from the data, not from the text of the source, unless noted: active = inhibition above about 40%.

SMILES	Bcl-W Bim block	RGS4-Gao reg	ABCG2 block	GSH bead fluor	Bcl-XL Bim block	Bfl-1 Bim block	Bcl-B Bim block	Bcl-2 Bim block	ABCB1 block	RGS7-Gao reg	Avidin fluor
CN(Cc1ccccc1)C(=O)c1ccccc1NC(=O)C1CC1	4	98	5	14	0	-3	-2	1	0.6	104	12
CCn1nc(C)cc1C(=O)N1CCCC(C(=O)c2ccc3ccccc3c2)C1 (stereo unspecified)	-4	105	9	11	0	-3	-1	-6	2.1	99	3
O=C(O)C1C2C=CC(O2)C1C(=O)NCc1ccc2c(c1)OCO2 (stereo unspecified)	-6	103	0	19	-6	-4	0	6	-1.0	103	21
COc1ccc(-c2c(C#N)c(N)nc3c2CCC3)cc1	-4	100	2	19	0	-2	-5	-1	0.7	107	6
O=C(O)CC(NC(=O)C1c2ccccc2Oc2ccccc21)c1ccc(OC2CCCC2)cc1 (stereo unspecified)	0	99	3	17	-4	-5	-6	-5	0.8	96	8
COc1cc(NC(=O)COc2cccc(OC)c2)cc(OC)c1	12	111	11	23	22	27	12	15	0.6	113	24
c1ccc(CNc2cnccn2)cc1	-6	102	1	8	-5	-4	0	-2	-0.1	104	5
COc1cccc(-c2nc(CS(=O)(=O)CC(=O)NCc3ccccc3OC)c(C)o2)c1	-8	96	5	15	-13	-19	-11	-9	0.3	98	24
CC(C)(CNCC(O)c1ccccc1)N1CCOCC1 (stereo unspecified)	3	100	1	9	2	-6	-5	-1	0.2	100	28
CC(=O)c1ccc(N2CCN(C(=O)/C=C/c3cccs3)CC2)cc1	2	105	9	16	3	-2	0	-2	1.1	102	11
COc1cc2c(cc1OC)C(COc1ccc3c(C)cc(=O)oc3c1)N(C(=O)c1ccco1)CC2 (stereo unspecified)	0	103	32	18	-4	-13	-13	-7	22	99	35
CCn1cc(C(=O)N2CCN(Cc3ccc4c(c3)OCO4)CC2)c2cc(OC)c(OC)cc2c1=O	5	98	6	8	-4	-3	-3	-6	2.6	106	35
Cc1oc(-c2cccs2)[n+]([O-])c1C	0	107	2	37	-2	1	-2	0	0.4	104	9
Cc1ccccc1N=C1NC(=O)CC(c2ccccc2)S1 (stereo unspecified)	2	100	2	40	-1	-10	-7	-7	0.0	98	10
CCn1c(=N)n(CC(=O)c2ccco2)c2ccccc21	0	91	3	21	-1	-3	-2	-4	0.2	93	15
CCOC(=O)C1=C(C)NC(C)=C(C(=O)OCC)C1C(=O)O	0	100	-2	12	-3	-10	-5	-8	0.5	102	7
O=C(N/N=C/c1cccnc1)c1cc2ccccc2o1	-3	102	12	12	-2	-10	-9	-7	0.4	102	13
CC(=O)Nc1ccccc1-c1ccc(C)o1	-3	102	3	25	0	-2	-7	-1	0.4	101	38
COc1ccc(O)c(C2=Nc3ccccc3N=C(c3cccs3)C2)c1	0	103	7	5	-1	0	-3	0	0.6	103	12
O=C(c1ccccc1Cl)N1CCNCC1	0	103	3	22	-7	-18	-8	-12	0.5	104	29
CCOC(=O)C1CCN(CCC(=O)Nc2ccc(C)cc2)CC1	1	101	0	21	1	-6	3	-3	-0.1	102	12
C=CCOc1cccc(C2/C(=C(/O)c3ccccc3)C(=O)C(=O)N2CCN2CCOCC2)c1 (stereo unspecified)	0	100	2	40	-3	-7	-7	-4	0.5	102	14
Cc1c(NC(=O)C(C)c2ccc(CC(C)C)cc2)c(=O)n(-c2ccccc2)n1C (stereo unspecified)	-1	99	23	27	-7	-17	-10	-9	1.1	98	35
O=C(c1ccc(S(=O)(=O)N2CCCCC2)cc1)N1CCN=C1SCc1cccnc1	1	97	-2	19	-9	-12	-6	-8	-1.1	96	7
COc1ccc(CNC(=O)COC(=O)C2=COCCO2)cc1	0	100	8	31	-1	-3	-2	-3	-0.2	101	8
Cc1cccc(NC2=NCC(=O)N2Cc2cccs2)c1	-4	105	0	16	-3	3	-6	2	0.2	113	4
Cc1cc(C)c2c(N)c(S(=O)(=O)c3ccccc3)sc2n1	-1	102	9	28	-3	-13	-11	-3	1.0	103	23
O=C(NCc1ccncc1)Nc1cccc(Cl)c1	1	100	6	12	-3	-10	-6	-6	0.8	99	9
O=C(Nc1ccccc1)N(Cc1ccc2c(c1)OCO2)Cc1nc2ccccc2c(=O)[nH]1	2	98	4	23	1	0	1	1	1.0	96	13
NC(=O)CCCc1nc(-c2ccccc2Cl)no1	0	99	0	16	-2	-1	1	3	0.1	101	11
Cc1ccc(NC(=O)CSc2n[nH]c(C)c2[N+](=O)[O-])cc1	-4	102	31	11	-6	-19	-8	-12	-0.3	102	15
COc1ccc(NC(=O)CSc2nc3c(c(=O)n2-c2ccccc2)SCC3)c(OC)c1	-4	97	5	31	-9	-14	-10	-12	0.8	92	12
COc1cc(/C=N\Nc2ccc([N+](=O)[O-])cc2)ccc1OCC(=O)Nc1ccc(C)c(C)c1	0	92	1	13	3	1	-5	-5	1.6	95	61*
O=C(Nc1ccc(OC(=O)c2cccs2)cc1)c1ccco1	0	104	1	30	-1	-12	-7	-10	0.2	106	10
CSc1ccccc1-c1nnc(-c2ccc(Cl)cc2Cl)o1	-1	100	2	15	-2	0	-4	-2	0.4	104	16
Cc1ccc(/C(O)=C2/C(=O)C(=O)OC2c2ccc(Cl)cc2)cc1 (stereo unspecified)	0	96	10	9	0	-1	-2	-4	2.2	98	/
CC(OC(=O)C1=Cc2ccccc2OC1)C(=O)NC(C)(C)C (stereo unspecified)	2	105	3	22	0	-3	-1	2	0.6	106	13
COc1ccc(CCn2c(N)c(C#N)c3nc4ccccc4nc32)cc1OC	7	101	0	15	8	1	6	0	-0.1	101	31
CC1CCCCC1NC(=O)c1ccc(CSc2nc3ccncc3[nH]2)cc1 (stereo unspecified)	-2	93	9	16	-2	0	-5	5	0.3	93	6
CCCOc1ccc(N2CC(C(=O)Nc3ccc4c(c3)OCO4)CC2=O)cc1 (stereo unspecified)	2	104	1	14	-2	-6	4	0	-0.2	102	20

Quoted from the listing.
Bcl-2 Bim block with O=C(Nc1ccccc1)N(Cc1ccc2c(c1)OCO2)Cc1nc2ccccc2c(=O)[nH]1 reads 1
ABCB1 block with COc1cc2c(cc1OC)C(COc1ccc3c(C)cc(=O)oc3c1)N(C(=O)c1ccco1)CC2 (stereo unspecified) reads 22

(listing goes on)
SMILES	Bcl-W Bim block	RGS4-Gao reg	ABCG2 block	GSH bead fluor	Bcl-XL Bim block	Bfl-1 Bim block	Bcl-B Bim block	Bcl-2 Bim block	ABCB1 block	RGS7-Gao reg	Avidin fluor
CCC(=O)NC(=S)Nc1ccc(S(=O)(=O)NC(C)=O)cc1	-2	103	1	8	-2	1	0	1	0.3	97	28
N#CCSc1nc2ccc(N3CCOCC3)cc2c(=O)n1CCc1ccccc1	0	97	5	14	0	2	0	0	1.7	94	17
O=C(CN1CCOCC1)Nc1c2c(nc3ccccc13)N(Cc1ccccc1)CC2	-3	102	6	27	0	-1	-4	0	1.1	103	13
O=C(O)c1cccc(CSc2nc(-c3ccc(Cl)cc3)cc(C(F)(F)F)n2)c1	-2	103	1	25	-4	-4	-4	-6	-0.1	104	13
O=C(COc1ccccc1)NCCSCc1ccc(Cl)cc1	-1	98	3	22	-3	0	-3	0	0.3	96	13
CCOC(=O)Cn1c(=O)n(Cc2ccco2)c(=O)c2ccc(C(=O)NC3CCCC3)cc21	4	101	-3	19	0	-5	-5	-6	-3.0	101	12
CCO[C@H]1OC(C(=O)NCc2ccccc2)=C[C@@H](c2ccc3c(c2)OCO3)[C@@H]1CCCO	0	104	0	19	0	-5	-1	-5	0.0	103	6
O=c1[nH]ncc2c3ccccc3n(Cc3ccccc3F)c12	0	103	7	20	0	-2	-2	-3	0.9	103	8
CCCCOC(=O)CSC1=C(C#N)C(c2ccccc2OC)C(C#N)C(=O)N1 (stereo unspecified)	-1	103	-1	15	-4	-13	-6	-8	-0.1	99	9
CC(C)OC(=O)CSc1nc2cc3c(cc2cc1C#N)OCO3	-29	85	2	44	-24	-32	-33	-31	3.3	87	5
CN(CCC#N)C(=O)COc1ccc(Br)cc1Cl	1	103	-1	15	-1	-4	-1	-1	-0.4	?	8
CN(c1ccccc1)S(=O)(=O)c1cccc(NC(=O)CSc2nncs2)c1	0	97	4	12	-2	-11	-6	-6	0.6	96	17
COc1ccc(Nc2nc3c(C)cccn3c(=O)c2C=NCc2ccccc2)cc1	-3	97	6	15	-2	-6	-4	-4	1.1	100	8
CCO/C([O-])=N/c1c[n+](N2CCOCC2)no1	0	/	0	16	1	0	-2	3	-0.1	/	/
Cc1nccn1CCCNC(=O)CC1C(=O)NCCN1Cc1ccc(Cl)c(F)c1 (stereo unspecified)	1	102	-3	14	-3	-5	-2	-2	-1.2	103	10
O=[N+]([O-])c1cccc(/C=N/Nc2nnc(-c3ccccc3)c(-c3ccccc3)n2)c1	-6	95	-3	11	-5	0	0	5	-0.8	93	7
O=C(/C=C/c1c(Cl)cccc1Cl)NCc1ccccc1	0	101	-7	13	-3	0	-2	3	-2.0	102	3
N#CC1=C(N)C2=CCCC[C@H]2[C@H](c2cccc(F)c2)C1(C#N)C#N	-3	101	-2	9	-8	0	-6	0	-0.1	104	7
COC(=O)c1ccc(NC(=O)c2ccc(OC(C)=O)c(OC)c2)cc1	-4	99	4	18	0	3	4	2	0.8	95	6
COC(=O)Nc1ccc(S(=O)(=O)N2CCC(C(=O)NC3CCCCC3)CC2)cc1	0	100	12	16	0	4	3	2	1.6	?	10
CN1C(=O)/C(=C/c2ccccc2OCc2ccc(C(=O)O)cc2)NC1=S	-1	97	0	19	-2	-4	-6	-1	0.1	99	10
Cc1cccc(NC(=O)c2ccc(OCC(=O)NCc3ccccc3)cc2)c1C	-1	100	4	23	0	-1	0	0	0.6	100	12
Cc1ccc2nc(Cn3cc(C(F)(F)F)ccc3=O)cc(=O)n2c1	1	100	1	9	3	-4	2	-1	0.5	100	22
CCOC(=O)/C(C#N)=C\c1cc(OC)c(OC)cc1[N+](=O)[O-]	-4	100	8	12	0	-3	-3	0	0.7	105	13
COc1ccc(CNC(=O)CSc2nnc3nc(C)cc(C)n23)cc1OC	1	99	4	12	1	-1	-4	-1	0.5	?	10
CCOC(=O)N1CCC(NC(=O)CS(=O)(=O)Cc2nc(-c3ccc(C)cc3)oc2C)CC1	1	102	4	26	-3	-8	-8	-4	0.9	104	6
CNS(=O)(=O)c1ccc(NC(=S)Nc2ccc3c(c2)OCO3)cc1	-1	98	0	18	-3	2	-14	-2	-0.3	102	9
N#CCCN(C(=O)COc1ccc(Cl)cc1Cl)c1ccccc1	-3	101	11	10	-3	1	-4	0	2.1	102	5
Cc1ccc(C(=O)NN2C(=O)C3C4c5ccccc5C(c5ccccc54)C3C2=O)cc1 (stereo unspecified)	-5	97	1	11	-3	-7	-6	-3	-0.2	98	6

High-throughput results as filed in PubChem BioAssay.
